GIRK2 act: Activates human GIRK2-containing potassium channels. P48051. HEK293 GIRK2/NPY4 cells, thallium flux fluorescence. activation (% efficacy), % for hits at 37.5 µM. 34,000 tested, under 10 active;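 active = primary screen hit, no activity in plain HEK293 cells, and in GIRK2-only cells above 5% efficacy rising with concentration; inactive = the rest, including fluorescent compounds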;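 note: efficacy is normalized control-subtracted fluorescence 15 s after thallium addition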
Target sequence (P48051 whole entry, looked up): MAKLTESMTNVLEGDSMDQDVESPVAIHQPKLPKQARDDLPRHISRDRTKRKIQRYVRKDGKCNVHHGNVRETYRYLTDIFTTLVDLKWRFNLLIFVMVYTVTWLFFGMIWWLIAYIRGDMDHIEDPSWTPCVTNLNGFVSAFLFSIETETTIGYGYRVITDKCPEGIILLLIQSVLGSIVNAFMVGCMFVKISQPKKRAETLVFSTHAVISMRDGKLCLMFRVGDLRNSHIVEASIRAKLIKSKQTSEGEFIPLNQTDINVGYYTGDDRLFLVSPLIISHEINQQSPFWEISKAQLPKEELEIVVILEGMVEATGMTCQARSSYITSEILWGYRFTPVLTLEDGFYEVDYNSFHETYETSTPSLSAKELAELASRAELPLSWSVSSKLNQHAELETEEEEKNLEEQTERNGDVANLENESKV
Calls only; i = inactive.

SMILES: COc1ccc(CC(=O)N2CCN(Cc3nc(-c4ccco4)cs3)CC2)cc1OC
  GIRK2 act = i
SMILES: CN1CCN(C(CN)c2ccc(F)cc2)CC1 (stereo not drawn)
  GIRK2 act = i
SMILES: O=C(COc1ccc(Cl)cc1)N(CCN1CCOCC1)c1nc2c(F)cccc2s1
  GIRK2 act = i
SMILES: Nc1c(C(=O)OCC2CCCO2)c2nc3ccccc3nc2n1Cc1cccs1 (stereo not drawn)
  GIRK2 act = i
SMILES: CN1C(=O)C(C(=O)O)C2CC1(C)Oc1ccccc12 (stereo not drawn)
  GIRK2 act = i
SMILES: c1nc(N2CCNCC2)c2cn[nH]c2n1
  GIRK2 act = i
SMILES: Cc1cccc(CC(=O)N2CCN(CCn3nc(C)cc3C)CC2)c1
  GIRK2 act = i
SMILES: CCOc1ccc(-n2nnnc2CN2CCN(C(=O)Cc3ccc(Cl)cc3)CC2)cc1
  GIRK2 act = i
SMILES: CCOCCCNC(=O)c1c(N)n(Cc2ccc3c(c2)OCO3)c2nc3ccccc3nc12
  GIRK2 act = i
SMILES: COc1ccc(Cn2c(N)c(C(=O)NCc3cccs3)c3nc4ccccc4nc32)cc1
  GIRK2 act = i
SMILES: CC12CCC3C(CC=C4CC(O)CCC43C)C1C/C(=C\c1cccs1)C2=O (stereo not drawn)
  GIRK2 act = i
SMILES: Cc1ccc2c(CC(=O)N3CCN(C(c4ccccc4)c4ccccc4)CC3)cc(=O)oc2c1
  GIRK2 act = i
SMILES: FC(F)(F)c1cccc2sc(N3CCNCC3)nc12
  GIRK2 act = i
SMILES: CCn1nccc1C(=O)Nc1ccc(Cl)cc1C(=O)c1ccccc1
  GIRK2 act = i
SMILES: CN(C)CC#CCNS(=O)(=O)C1CC1
  GIRK2 act = i
SMILES: CC1NCCC2(O)CCCCC12 (stereo not drawn)
  GIRK2 act = i
SMILES: c1ccc(CN2CCNCC2)nc1
  GIRK2 act = i
SMILES: Nc1c(C(=O)NCc2ccco2)c2nc3ccccc3nc2n1CCN1CCOCC1
  GIRK2 act = i
SMILES: O=C(Cc1cccs1)N1CCN(Cc2nc(-c3cccs3)cs2)CC1
  GIRK2 act = i
SMILES: O=C(COc1ccccc1)N(CCN1CCOCC1)c1nc2c(F)cc(F)cc2s1
  GIRK2 act = i
SMILES: CCOC(=O)c1c(N)n(CCCO)c2nc3ccccc3nc12
  GIRK2 act = i
SMILES: Cn1nnc2c(N3CC4CC(C3)c3cccc(=O)n3C4)ncnc21 (stereo not drawn)
  GIRK2 act = i
SMILES: CCOc1ccc(OCC(=O)N2CCCN(CCn3cccn3)CC2)cc1
  GIRK2 act = i
SMILES: O=C(Nc1ccc(Br)cc1C(=O)c1ccccc1Cl)c1ccno1
  GIRK2 act = i
SMILES: O=C(COc1ccccc1)N(CCN1CCOCC1)c1nc2ccccc2s1
  GIRK2 act = i

Of the compounds above, these have sulfur:
SMILES: COc1ccc(CC(=O)N2CCN(Cc3nc(-c4ccco4)cs3)CC2)cc1OC
  GIRK2 act = i
SMILES: O=C(COc1ccc(Cl)cc1)N(CCN1CCOCC1)c1nc2c(F)cccc2s1
  GIRK2 act = i
SMILES: Nc1c(C(=O)OCC2CCCO2)c2nc3ccccc3nc2n1Cc1cccs1 (stereo not drawn)
  GIRK2 act = i
SMILES: COc1ccc(Cn2c(N)c(C(=O)NCc3cccs3)c3nc4ccccc4nc32)cc1
  GIRK2 act = i
SMILES: CC12CCC3C(CC=C4CC(O)CCC43C)C1C/C(=C\c1cccs1)C2=O (stereo not drawn)
  GIRK2 act = i
SMILES: FC(F)(F)c1cccc2sc(N3CCNCC3)nc12
  GIRK2 act = i
SMILES: CN(C)CC#CCNS(=O)(=O)C1CC1
  GIRK2 act = i
SMILES: O=C(Cc1cccs1)N1CCN(Cc2nc(-c3cccs3)cs2)CC1
  GIRK2 act = i
SMILES: O=C(COc1ccccc1)N(CCN1CCOCC1)c1nc2c(F)cc(F)cc2s1
  GIRK2 act = i
SMILES: O=C(COc1ccccc1)N(CCN1CCOCC1)c1nc2ccccc2s1
  GIRK2 act = i

Following part.
SMILES: O=C(Cc1cccc2ccccc12)N1CCCSCC1CN1CCOCC1 (stereo not drawn)
  GIRK2 act = i
SMILES: Cn1nccc1C(=O)Nc1ccc(Cl)cc1C(=O)c1ccccc1Cl
  GIRK2 act = i
SMILES: O=C(c1cccs1)N1CC(C(=O)N2CCC3(CC2)OCCO3)C1
  GIRK2 act = i
SMILES: O=C(CSc1nc(CC(=O)N2CCN(Cc3ccc4c(c3)OCO4)CC2)cs1)c1ccccc1
  GIRK2 act = i
SMILES: CCC(C)OC(=O)c1c(N)n(CCCOC)c2nc3ccccc3nc12 (stereo not drawn)
  GIRK2 act = i

Bioassay records (PubChem)

Some of the compounds tested; rates above refer to the full screens.
